PI5P4Ka inh: PI5P4K alpha (human) kinase inhibition; PI5P4Kalpha enzyme, ADP-Glo luminescence, 60 min; active compounds read low; 1.2% of 330,000 active; AID 652105; max response, %; P48426; active = max response of -50% or lower; inconclusive = between -30% and -50%; inactive = -30% or higher; note: value at the top dose of about 77 µM; % is set by controls: 0 for no effect and ±100 for the full control effect
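qHTS, 1536-well: enzyme/substrate mix, compound by pin tool, 5 microM ATP final; RT 60 min; ADP-Glo reagents 1 (45 min) then 2 (30 min); luminescence.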
EPAC2 antag: antagonists of human EPAC2; Q8WZA2; EPAC2 GEF exchange of Rap1B-BODIPY-GDP, fluorescence; Potency, µM (doses to about 114 µM), for inactives: top-dose activity, negative = inhibition, most hits filed as inhibitors; 0.18% of 360,000 active; AID 720708; note: potency is the fitted concentration of half-maximal effect; % is set by controls: 0 for no effect and ±100 for the full control effect; nearly all actives have a fitted effect of over 45% in size; many of its hits are not listed in these tables
Target sequence (Q8WZA2 whole entry, looked up): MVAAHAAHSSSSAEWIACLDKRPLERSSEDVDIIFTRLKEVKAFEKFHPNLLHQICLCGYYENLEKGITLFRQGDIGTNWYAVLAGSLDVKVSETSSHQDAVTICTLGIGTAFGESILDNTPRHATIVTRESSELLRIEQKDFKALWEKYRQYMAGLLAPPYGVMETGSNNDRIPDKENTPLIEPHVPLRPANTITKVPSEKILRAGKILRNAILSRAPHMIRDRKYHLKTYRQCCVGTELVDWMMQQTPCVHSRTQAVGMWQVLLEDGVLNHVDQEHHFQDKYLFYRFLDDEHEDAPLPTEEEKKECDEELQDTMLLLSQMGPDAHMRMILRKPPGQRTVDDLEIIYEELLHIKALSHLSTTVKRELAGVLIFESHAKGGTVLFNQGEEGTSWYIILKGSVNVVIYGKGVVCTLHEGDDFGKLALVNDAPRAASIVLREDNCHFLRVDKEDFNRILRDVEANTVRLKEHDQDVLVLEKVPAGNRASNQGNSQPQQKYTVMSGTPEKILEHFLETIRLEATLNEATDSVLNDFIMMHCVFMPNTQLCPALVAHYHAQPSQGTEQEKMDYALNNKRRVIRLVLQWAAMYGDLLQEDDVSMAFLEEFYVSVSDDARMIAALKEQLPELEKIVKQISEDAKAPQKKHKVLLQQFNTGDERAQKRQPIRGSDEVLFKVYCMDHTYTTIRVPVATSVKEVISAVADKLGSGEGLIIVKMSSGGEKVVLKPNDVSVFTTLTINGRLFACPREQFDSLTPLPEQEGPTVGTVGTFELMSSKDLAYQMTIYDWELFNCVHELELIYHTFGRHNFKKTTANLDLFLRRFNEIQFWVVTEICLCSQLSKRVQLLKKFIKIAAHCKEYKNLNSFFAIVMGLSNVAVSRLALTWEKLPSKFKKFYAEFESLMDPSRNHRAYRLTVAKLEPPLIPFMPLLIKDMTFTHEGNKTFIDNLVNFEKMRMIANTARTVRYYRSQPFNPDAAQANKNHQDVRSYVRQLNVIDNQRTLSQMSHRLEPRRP
EPAC1 agonist: EPAC1 (human) agonism. O95398. EPAC1 agonist qHTS, biochemical assay; response scale: 100% = response to 6.5 mM cAMP. Potency, µM (doses to about 154 µM), inactives show at the highest dose activation, hits mostly activators. 0.073% of 360,000 active. AID 720707; note: potency is the fitted concentration of half-maximal effect; nearly all actives have a fitted effect of over 60% in size
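EPAC1 100 nM, Rap1B–BODIPY-GDP 250 nM, unlabeled GDP 50 uM; compound titration; 5 min RT; kinetic read ex480/em540 at 5-min intervals ×30 min; data normalized to 6.5 mM cAMP agonist control.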
PLK1 PBD inh: PLK1 (human) polo-box domain binding inhibition; P53350; 2.8% of 360,000 active; Potency, µM, without a hit: max response, negative = inhibition, hits mostly inhibitors; Plk1 PBD binding of FITC phosphopeptide, fluorescence polarization; note: potency is the fitted concentration of half-maximal effect; series mostly up to about 57 µM; % is set by controls: 0 for no effect and ±100 for the full control effect; nearly all actives have a fitted effect of over 65% in size
WRN inhibitor: blocks human WRN helicase. Q14191. 0.46% of 360,000 active. WRN helicase unwinding, fluorescent forked duplex, kinetic. Potency, µM (highest dose often 114 µM), for the others: top-dose activity change, negative = inhibition, usual class: inhibitors; note: potency is the fitted concentration of half-maximal effect; % is set by controls: 0 for no effect and ±100 for the full control effect; nearly all actives have a fitted effect of over 55% in size
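Enzyme (20 nM final) and test compound sit together 15 min at room temperature before substrate addition. Substrate is a single-forked duplex oligonucleotide (100 nM) labelled with fluorophore and quencher, with 2 mM ATP; helicase unwinding raises red fluorescence, read kinetically.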
Mm-Cpn inhibitor: blocks the Methanococcus maripaludis chaperonin Mm-Cpn; AID 504842; purified Mm-Cpn ATPase, ADP Transcreener TR-FRET; 0.031% of 330,000 active; Potency, µM (titrated, usually from 76.9 µM), without a hit: at the top dose activity, negative = inhibition, hits mostly inhibitors; note: potency is the fitted concentration of half-maximal effect; % is set by controls: 0 for no effect and ±100 for the full control effect; nearly all actives have a fitted effect of over 80% in size
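Inhibition of chaperonin ATP hydrolysis is measured as reduced ADP production, detected by competitive TR-FRET in which signal falls with ADP. Final enzyme 25 nM and ATP 10 uM, reacted 30 min at 37°C.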
EPAC1 antagonist: EPAC1 (human) antagonism; EPAC1 GEF assay, Rap1b-BODIPY-GDP exchange fluorescence; Potency, µM (doses to about 115 µM), without a hit: at the highest dose activity change, negative = inhibition, usual class: inhibitors; 0.14% of 360,000 active; AID 720709;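 note: potency is the fitted concentration of half-maximal effect; plate controls were vehicle for no effect and positive control for full effect; nearly all actives have a fitted effect of over 50% in size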
CCT chaperon mod: modulators of cytosolic chaperonin (CCT/TRiC) activity; purified chaperonin ATPase assay, HTRF ADP detection, 30 min; activity change, % (no concentration beside the values), hits read low; 0.3% of 360,000 active; AID 651819; in the data active = activity change below about -30%; note: % is set by controls: 0 for no effect and ±100 for the full control effect
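Enzyme 40 or 20 nM (batch-dependent) in Tris pH 7.4/KCl/MgCl2/DTT; cpd 76 uM single point; ATP 10 uM; 30 min 37 °C; Transcreener ADP HTRF detection, 30 min RT; ratio 665/615.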
The depositor's hits bear a star; ? = inconclusive; · = not tested or not shown; & = joins results of further samples; [ ] = dose if it differs, or a comment. Unless noted, calls come from the whole dose curve; as a rule, active = well fitted curve in the direction sought with a large enough effect; inconclusive = small, poorly fitted or top-dose-only effect, or another doubt; inactive = no such curve, though single readings can be large; an effect the other way counts as inactive or inconclusive. The list is partial, so the mix of outcomes need not match the whole.

SMILES	PI5P4Ka inh	EPAC2 antag	EPAC1 agonist	PLK1 PBD inh	WRN inhibitor	Mm-Cpn inhibitor	EPAC1 antagonist	CCT chaperon mod
COc1ccc(-n2cc(CNCCCn3ccnc3)c(-c3ccccc3Cl)n2)cc1	-9	3%	6%	-7%	1%	5%	2%	-1.9
CCN1CCN(c2ccc(NC(=O)c3ccc4c(c3)OCCO4)cc2C)CC1	-1	-2%	-5%	-1%	0%	-3%	4%	-0.8
CCOC(=O)c1c(NC(=S)N2CCCCC2)sc2c1CCN(C(=O)OCC)C2	0	2%	4%	-18%	-2%	-5%	-6%	2.4
COc1ccc2nc(SCC(=O)N3CCCCC3)c(C#N)cc2c1	0	-25%	5%	-9%	-21%	2%	-1%	-0.3
O=C(NC1CCCCC1)c1ccc(-n2cnnn2)cc1	-1	12%	-15%	?	9%	-2%	-25%	0.5
CCC(/C=C1\Sc2ccc(OC)cc2N1CCO)=C\c1sc2ccc(OC)cc2[n+]1CCO	-78*	?	6%	?	50µM*	-20%	-14%	-27
CC(=O)c1ccc(NC(=O)CN2CCCCCC2)cc1	1	11%	2%	-6%	13%	-2%	6%	2.4
CCOc1ccc(/C=N/Nc2nc(=O)[nH]nc2C)cc1OC	10	-4%[57.1 µM]	-9%	-9%	-11%	0%	-6%	0.1
CCNC(=O)N(C(=O)NCC)n1c(C)nnc1C	0	0%	-7%	-7%	0%	0%	-11%	0.3
CCCc1cc(=O)[nH]c(SCC(=O)Nc2ccc3c(c2)CCC3)n1	-2	-1%	9%	-5%	-5%	-4%	-6%	-2.3
CN(C)C(=O)c1ccccc1Sc1ccc(Cl)cc1Cl	2	-1%	2%	-4%	-16%	1%	-1%	1.0
CCc1cc(C(=O)O)c(NC(=O)/C=C/c2ccc(OC)cc2)s1	?	9%	-4%	-8%	-5%	-2%	13%	0.3
CC(C)(C)[C@H]1COC(=O)[C@@H](Cc2ccc(F)cc2)C/C=C\C[C@@H](CC(=O)N[C@@H](CO)Cc2ccccc2)C(=O)N1	4	2%	-5%	3%	3%	-1%	9%	-1.7
CC(=O)c1cccc(NC(=O)C(C)OC(=O)Cc2c[nH]c3ccccc23)c1 (stereo not given)	9	-9%	2%	-7%	-6%	-1%	2%	0.8
CCOC(=O)C1CCN(C(=O)c2ccccc2NC(=O)C2=C(C)OCCS2)CC1	-11	1%	11%	-5%	-4%	?	-9%	-1.8
CCOC(=O)N1CCC(NC(=O)c2cnn3c(C(F)(F)F)cc(-c4cccc(OC)c4)nc23)CC1	·	-17%	6%	-7%	0%	?	-5%	-1.6
O=C(Nc1ccncc1)c1cccc(S(=O)(=O)N2CCCC2)c1	2	7%	3%	2%	-9%	2%	-15%	-1.4
CCN(CC)S(=O)(=O)c1cccc(C(=O)Nc2cc(C)nn2-c2ccccc2)c1	4	8%	7%	-9%	0%	0%	-5%	-5.4
Cc1cc(=O)oc2cc(OCC(=O)Nc3ccc(CN4CCOCC4)cc3)ccc12	-1	6%	-6%	4%	7%	1%	17%	0.8
CC(C)n1cnc2c(NCc3ccccc3)cc(OCC3CCN(C)CC3)cc21	-6	42%	-6%	-24%	-32%	-1%	?	-2.6
COc1cccc(CN2CC(C(=O)N3CCSCC3)CCC2=O)c1 (stereo not given)	2	6%	-9%	-3%	9%	·	-3%	-1.0
CC(NC(=O)c1ccccc1Cl)C(=O)NCc1cccs1 (stereo not given)	7	-2%	5%	-7%	-4%	-1%	-6%	-3.7
CCCOc1ccc(CCC(=O)N/N=C/c2ccncc2)cc1	-13	-2%	-5%	24µM*	3%	1%	-6%	-3.5
c1csc(CNc2nc3ccccc3n2CCN2CCOCC2)c1	1	5%	9%	-8%	-3%	-1%	5%	-0.7
CC(C)(C)c1ccc(C(=O)NCc2ccco2)cc1	0	2%	1%	4%	1%	·	-4%	0.2
O=C(NCC1COc2ccccc2O1)C1CCCN(S(=O)(=O)c2cccc3nsnc23)C1 (stereo not given)	5	3%	2%	4%&4%	-1%	1%	-12%	-1.5
CC(=O)Nc1ccc(/C(C)=N/NC(=O)c2ccc(CN3CCOCC3)cc2)cc1	-9	3%	4%	-9%	-3%	-1%	-8%	-0.7
COc1ccccc1N1CCN(S(=O)(=O)c2ccc(-n3cnnn3)c(C)c2)CC1	6	-9%	4%	-13%	-14%	0%	0%	-1.5
CC(=O)Nc1ccc(CN2C(=O)C(C)(C)ON=C2c2ccc(NC(C)=O)cc2)cc1	-2	8%	-2%	-17%	9%[57.1 µM]	·	-19%	-0.2
Cc1cccc(C)c1NC(=O)CNC(=O)c1cn(-c2ccccc2)nc1-c1ccccc1	0	1%	-8%	3%	0%	-2%	7%	0.9
CCC(CC)C(=O)N(C)c1c(C)nc2c(OCC(=O)C(C)(C)C)cccn12	-4	0%	-10%	-11%	-2%	·	-1%	-2.5
CCCC(=O)N(Cc1cc2cc(OC)ccc2[nH]c1=O)c1ccc(OC)cc1	13	-10%	-5%	2%	12%	·	-11%	0.8
O=C1CCC(=O)N1OCCCOc1ccccc1	-1	-10%	9%	-8%	-2%	-2%	10%	-2.1
CC1CCC2(CC1)NC(=O)c1ccccc1O2 (stereo not given)	1	0%	1%	-8%	-8%	-2%	1%	-2.5
CCOc1ccc(C(=O)NN2C(=O)C3C4C=CC(O4)C3C2=O)cc1 (stereo not given)	-7	-4%	-5%	-10%	-3%	0%	11%	0.0
Cc1ccc(Oc2ncccc2/C=N/O)cc1	4	4%	10%	-4%	4%	1%	2%	-2.3
CCN1CCCn2c1nc1c2c(=O)n(C)c(=O)n1C	-4	11%	8%	2%	-9%	0%	5%	-4.3
Cc1ccc2c(c1)N(CC(=O)NC1CCC(C)CC1)C(=O)CO2 (stereo not given)	·	5%	-1%	-4%	6%	-1%	6%	0.7
CSCCC(NC(=O)c1ccc(Cl)cc1Cl)C(=O)N1CCCCCCC1 (stereo not given)	10	-3%	0%	-7%	-2%	2%	1%	-4.1
O=C(O)C12C[C@H]3C[C@@H](C1)CC(n1ncc(N4CCN(c5ccccc5)CC4)c(Cl)c1=O)(C3)C2	-1	-2%	4%	-2%	-3%	-2%	2%	-0.5
O=C(c1ccccc1)c1ccc(OCCCN2CCCC2)cc1	13	2%	7%	-2%	4%	0%	17%	-2.7
CC(C)C[C@@H](CSc1ccc(Br)cc1)N1CCN(CC(C)C)CCC1=O	-8	-14%	-14%	-29%	2%	0%	11%	-0.9
Cc1ccc2nc(NC(=O)C(NS(=O)(=O)c3cccc4nsnc34)C(C)C)sc2c1 (stereo not given)	1	2%	10%	2%	4%	-1%	-7%	-3.3
C/C(=N\Nc1nc(C)cc(-c2ccccc2)n1)c1ccccc1	7	8%	1%	-5%	2%	0%	5%	-2.6
C=CCn1c(SC)nnc1-c1ccc2ncccc2c1	1	5%	-6%	-3%	0%	1%	4%	-1.6
COc1ccc(-c2cc(C(F)(F)F)nc(NCc3cccs3)n2)cc1	11	2%	4%	-20%	-12%	0%	-30%	-3.5
CCOC(=O)C1CCCN(C(=O)CCNC(=O)Cn2ccc3ccccc3c2=O)C1 (stereo not given)	1	-7%	-1%	3%	-6%[57.1 µM]	-1%	7%	0.0
COc1cc(/C=c2\s/c(=C\C(=O)C(C)(C)C)[nH]c2=O)cc(OC)c1OC	8	6%	-29%	-4%	-19%	-3%	-4%	-0.8

Reformatted: entries from further up
Each structure is followed by: PI5P4Ka inh | EPAC2 antag | EPAC1 agonist | PLK1 PBD inh | WRN inhibitor | Mm-Cpn inhibitor | EPAC1 antagonist | CCT chaperon mod
C=CCn1c(SC)nnc1-c1ccc2ncccc2c1
 : 1 | 5% | -6% | -3% | 0% | 1% | 4% | -1.6
COc1ccc(-c2cc(C(F)(F)F)nc(NCc3cccs3)n2)cc1
 : 11 | 2% | 4% | -20% | -12% | 0% | -30% | -3.5

The list continues:
SMILES	PI5P4Ka inh	EPAC2 antag	EPAC1 agonist	PLK1 PBD inh	WRN inhibitor	Mm-Cpn inhibitor	EPAC1 antagonist	CCT chaperon mod
O=C(N/N=C/c1cccc(OC(=O)c2cccc(Br)c2)c1)c1ccncc1	-8	-8%	2%	-18%	?	-1%	7%	-1.5
O=C1CCCC2=C1C(c1ccccc1)NC(=S)N2 (stereo not given)	-3	-2%	8%	-1%	-8%	-25%	-2%	1.1
COc1ccccc1OCC(=O)OCn1c(SC)nnc(C)c1=O	-3	-4%	-1%	0%	-13%[57.1 µM]	1%	-23%	0.8
CCN(CC)c1ccc2cc(C(N)=O)c(=O)oc2c1	·	-3%	3%	7%	-18%	0%	0%	2.9
COc1cccc2cc(C(=O)N3CCN(C/C=C/c4ccccc4)CC3)c(=O)oc12	-7	-1%	7%	-12%	-3%	-5%	0%	-1.8
Cc1cccc(NC(=O)COC(=O)C(NC(=O)c2cccc(S(=O)(=O)N3CCOCC3)c2)C(C)C)c1 (stereo not given)	-1	1%	-3%	5%	-1%	·	-7%	-2.6
CC(=O)c1cc2c(cc1NC(=O)c1cc(C)nn1-c1ccccc1)OCO2	5	5%	13%	-12%	-5%	1%	4%	-3.2
CCOC(=O)C1(CCOc2ccccc2)CCN(Cc2ccc(O)cc2)CC1	2	9%	-5%	-2%	7%	1%	15%	-1.7
Cc1ccc(C)c(N(CC(=O)NCc2ccco2)C(=O)CCC(=O)Nc2ccccn2)c1	-1	9%	-7%	-5%	-5%	-1%	-7%	0.6
O=C(O)c1ccccc1C(=O)NNc1ccc(Cl)cc1	·	-2%	12%	-13%	5%	0%	0%	-0.2
COCCCNC(=O)C(C#N)c1nc2ccccc2nc1N1CCCC1 (stereo not given)	13	22%	-413%[inhibitor]	?	-8%	-1%	63%[activator]	1.9
Cc1cc(C(=O)Nc2ccon2)c(C)o1	0	8%	-8%	5%	-2%[57.1 µM]	3%	50µM*	-5.7
Cc1sc(NC(=O)CN(C(=O)c2ccccc2F)C2CCCC2)c(C(N)=O)c1C	-9	3%	-4%	-10%	?	1%	-13%	-1.4
N=c1sccn1CC(=O)Nc1ccc(S(N)(=O)=O)cc1	0	10%	4%	-9%	-10%	-1%	-3%	2.0
CC1CCC/C(=C\c2ccc(O)cc2)C1=O (stereo not given)	-1	-1%	1%	0%	-2%	·	-4%	0.0
CN(C(=O)c1ccc(NC(=O)Cc2ccc(NC(=O)C3CCN(C(=O)CCc4ccccc4)CC3)cc2)cc1)C1CC1	-17	-6%	7%	-8%	-1%	-2%	-6%	0.4
CC(C)CN(C(=O)COC(=O)c1cccnc1Cl)c1c(N)n(Cc2ccccc2)c(=O)[nH]c1=O	2	11%	-4%	2%	5%	-1%	1%	0.4
COc1cc(C(=O)N/N=C/c2ccc(OC(=O)c3ccccc3Cl)c(OC)c2)ccc1O	-2	-7%	17%	-1%	?	3%	-13%	-0.7
